M1 antag – human M1 muscarinic receptor antagonists, primary screen, CHO-K1 cells, Fluo-8 calcium fluorescence, 1536-well. Muscarinic acetylcholine receptor M1 (Homo sapiens), P11229. CHO-K1 hM1, ACh EC80 antagonist. inhibition, % at 3 µM. hit rate 1.3% among 360,000. AID 588852, 2011;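 active = percent inhibition above its own plate's cutoff, namely the mean of that plate's compound wells plus 3 SD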;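 also: peak over basal fluorescence ratio during 140 s after agonist addition; 0% = ACh EC80 plus DMSO and 100% = DMSO alone without agonist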
Target sequence (P11229 whole entry, looked up): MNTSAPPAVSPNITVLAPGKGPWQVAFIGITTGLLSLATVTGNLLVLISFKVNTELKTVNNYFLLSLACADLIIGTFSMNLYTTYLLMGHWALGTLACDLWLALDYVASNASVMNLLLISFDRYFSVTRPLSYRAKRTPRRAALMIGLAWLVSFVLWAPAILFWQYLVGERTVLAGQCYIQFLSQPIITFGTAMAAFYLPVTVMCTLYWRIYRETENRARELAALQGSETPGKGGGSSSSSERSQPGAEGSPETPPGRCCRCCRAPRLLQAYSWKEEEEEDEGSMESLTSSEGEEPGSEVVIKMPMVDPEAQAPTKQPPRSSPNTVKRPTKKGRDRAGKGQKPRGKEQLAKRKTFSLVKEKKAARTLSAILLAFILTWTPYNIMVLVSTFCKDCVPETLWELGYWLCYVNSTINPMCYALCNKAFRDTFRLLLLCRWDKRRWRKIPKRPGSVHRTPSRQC
M1 ag parental – counter-screen for M1 agonists: effect in parental CHO-K1 cells; hit rate 0.48% among 360,000; activation, % at 3 µM; AID 602248, 2012; Fluo-8 calcium fluorescence; scaled to maximal ATP response, vehicle zero; in the data active = activation above about 15%;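 also: untransfected CHO-K1 host cells lacking M1 receptor as counterscreen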
CHO-K1 Ca antag – nonselective inhibitor or artifact in parental CHO-K1 cells; ATP-induced calcium, Fluo-8 fluorescence; inhibition, % at 3 µM; hit rate 0.6% among 360,000; AID 602250;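 active = inhibition above a per-plate cutoff, the plate's mean sample inhibition plus 3 SD, cut at about 24% in these data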;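 also: 0% = DMSO plus EC80 ATP and 100% = DMSO alone without ATP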
CHRM1 agonist – human M1 muscarinic receptor agonists, primary screen, Fluo-8 calcium fluorescence, CHO-K1 cells, HTS | Muscarinic acetylcholine receptor M1 (Homo sapiens), P11229 | CHO-K1 hM1, agonist mode; 0% DMSO, 100% acetylcholine EC100 | activation, % at 3 µM | hit rate 0.33% among 360,000;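 active = activation above the run's mean compound activation plus 3 SD, cut at about 16% in these data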;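 also: peak over basal fluorescence ratio within a 140 s kinetic read after compound addition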
OXTR potentiator – human OXTR potentiators, primary screen, fluorescence, CHO-OTR cells, Fluo-8 calcium. Oxytocin receptor (Homo sapiens), P30559. Fluo-8 calcium fluorescence, potentiator mode; 0% = oxytocin EC15, 100% = EC100. activation, % at 3 µM. hit rate 0.061% among 320,000. AID 2445, 2010;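 active = activation above that plate's cutoff, the mean activation of tested compounds plus 3 SD, cut at about 6.6% in these data, passing the limit was not always enough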;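 also: 100% uses oxytocin at 75 nM as the full agonist control; some results filed as inactive read as strong as hits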
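Measured by – Fluo-8 calcium dye fluorescence · Test system – human OTR in CHO cells · Dosing – one concentration, 3.0 µM compound · Controls – EC15 oxytocin alone as 0%, 75 nM oxytocin as 100% · Evaluation – normalized max/min fluorescence ratio, % activation · Timing – 6 min pre-incubation, 100 s read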
CHO-K1 Ca PAM – nonselective calcium activators in parental CHO-K1 cells, primary screen, counter-screen for M1 PAM project, cell-based, Fluo-8 calcium fluorescence, full deck, 1536-well. AID 602247, 2012. ATP EC20; 0% at ATP EC20, 100% at ATP max. activation, % at 3 µM. hit rate 0.02% among 360,000;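 active = activation above the run cutoff, the mean activation of all test compounds plus 3 SD, cut at about 40% in these data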;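 also: peak over basal fluorescence ratio in a 140 s read after ATP addition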
TAAR1 antag – human TAAR1 antagonists, primary screen, Fluo-8 calcium fluorescence, CHO RD-HGA16 cells | Trace amine-associated receptor 1 (Homo sapiens), Q96RJ0 | antagonist | inhibition, % at 3 µM | hit rate 1.5% among 360,000;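 active = inhibition above a per-plate cutoff, the mean inhibition of test compounds on that plate plus 3 SD, cut at about 49% in these data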;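 also: 0% = DMSO plus EC80 beta-PEA response and 100% = DMSO alone without agonist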
Target sequence (Q96RJ0 whole entry, looked up): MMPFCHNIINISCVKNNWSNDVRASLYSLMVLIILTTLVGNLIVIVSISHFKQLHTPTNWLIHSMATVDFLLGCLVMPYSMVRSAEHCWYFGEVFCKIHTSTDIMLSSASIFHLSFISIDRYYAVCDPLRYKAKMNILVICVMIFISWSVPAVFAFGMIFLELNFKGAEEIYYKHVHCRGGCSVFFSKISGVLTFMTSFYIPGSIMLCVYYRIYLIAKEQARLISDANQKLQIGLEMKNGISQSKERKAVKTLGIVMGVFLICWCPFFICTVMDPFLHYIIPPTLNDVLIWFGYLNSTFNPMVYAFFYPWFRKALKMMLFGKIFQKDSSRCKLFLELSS
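Assay system: CHO-derived RD-HGA16 cells stably expressing human TAAR1 plus Gα16. Timing: 140 s kinetic read after compound, 140 s after agonist. Technique: kinetic Fluo-8 calcium fluorescence measurement. Measure: % inhibition of agonist calcium response.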
CHO parental Ca – ATP-evoked calcium signal inhibitors, parental CHO, primary screen, counter-screen for OX1R antagonist project, cell-based, fluorescence, Fluo-8 calcium dye | hit rate 0.63% among 330,000 | AID 463079, 2010 | parental CHO-K1, ATP-induced calcium, Fluo-8 fluorescence | inhibition, % at 5.6 µM;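 active = inhibition above that plate's mean sample inhibition plus 3 SD, cut at about 26% in these data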;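 also: 0% = ATP-challenged DMSO wells and 100% = DMSO wells without ATP; some compounds past the cut are filed as inactive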
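Assay system – parental CHO cells · Reagent – ATP stimulus · Detection – intracellular calcium via Fluo-8 no-wash fluorescent dye · Evaluation – percent inhibition of ATP-evoked calcium rise, normalized to controls · Controls – ATP wells versus no-ATP DMSO wells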
TAAR1 agonist – human TAAR1 agonists, primary screen, Fluo-8 calcium fluorescence, CHO RD-HGA16 cells; hit rate 0.99% among 360,000; vehicle wells 0%, saturating PEA agonist 100%; activation, % at 3 µM;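 active = activation above the mean activation of all test compounds in the run plus 3 SD, cut at about 38% in these data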
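System: CHO-derived RD-HGA16 cells with stable Gα16 and human TAAR1. Times: 17-24 h plating, Fluo-8 75 min 37 °C, 30 min RT. Measured by: calcium-sensitive Fluo-8 signal, excitation 470-495, emission 515-575 nm. Read-out basis: % activation relative to PEA EC100 response. Control set: DMSO and PEA EC100. Repeats: no replicates (n 1).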
Active calls of the source: *. Not a hit list. Share with any hit: about 4.2%.

Results for Cc1ccc(-c2cnc(SCC(=O)N3CCCc4ccccc43)n2C)cc1 ?
M1 antag: -7; M1 ag parental: 4.3; CHO-K1 Ca antag: -25; CHRM1 agonist: -8; OXTR potentiator: -6; CHO-K1 Ca PAM: 24; TAAR1 antag: -7; CHO parental Ca: -37; TAAR1 agonist: 5

What do the screens show for `CC(C)=C1C2CCC1C1C(=O)N(c3ccc(C)c(C)c3)C(=O)C21` (configuration not stated)?
M1 antag: -8; M1 ag parental: 0.5; CHO-K1 Ca antag: -9; CHRM1 agonist: -11; OXTR potentiator: -9; CHO-K1 Ca PAM: 18; TAAR1 antag: -10; CHO parental Ca: -7; TAAR1 agonist: -2

Results for Cn1c(=O)c2c(nc(Oc3ccc(-c4ccccc4)cc3)n2C)n(C)c1=O ?
M1 antag: -1; M1 ag parental: 0.4; CHO-K1 Ca antag: -6; CHRM1 agonist: -5; OXTR potentiator: -5; CHO-K1 Ca PAM: 19; TAAR1 antag: -15; CHO parental Ca: -1; TAAR1 agonist: 24

How did Cc1cccc(NC(=O)NNC(=O)c2cc(-c3ccccc3Cl)nc3ccccc23)c1 do in these assays?
M1 antag: 14; M1 ag parental: 2.6; CHO-K1 Ca antag: -6; CHRM1 agonist: -2; OXTR potentiator: -16; CHO-K1 Ca PAM: 2; CHO parental Ca: -18

How did CCOc1ccc(N2C(=O)CC(Cc3cc(C)cc(C)c3)C2=O)cc1 (configuration not stated) do in these assays?
M1 antag: -9; M1 ag parental: 0.5; CHO-K1 Ca antag: -3; CHRM1 agonist: -6; CHO-K1 Ca PAM: 6; TAAR1 antag: -20; TAAR1 agonist: -1

Results for CCCN(CC(=O)Nc1ccccc1C)C(=O)CCl ?
M1 antag: 14; M1 ag parental: -0.3; CHO-K1 Ca antag: -9; CHRM1 agonist: -2; OXTR potentiator: -9; CHO-K1 Ca PAM: 8; TAAR1 antag: 5; CHO parental Ca: -10; TAAR1 agonist: 0

Results for CCOc1ccc(/C=N/Nc2cc(N3CCOCC3)ncn2)c(O)c1 ?
M1 antag: -8; M1 ag parental: -0.2; CHO-K1 Ca antag: 17; CHRM1 agonist: 0; CHO-K1 Ca PAM: -5; TAAR1 antag: -17; TAAR1 agonist: 2

What do the screens show for `CCOc1ccc(N(CC(=O)NC2CCCCC2)C(=O)CNC(=O)c2cccs2)cc1`?
M1 antag: -18; M1 ag parental: 1.2; CHO-K1 Ca antag: -10; CHRM1 agonist: 1; OXTR potentiator: -2; CHO-K1 Ca PAM: 26; TAAR1 antag: -3; CHO parental Ca: -8; TAAR1 agonist: 0

Results for CN(CCC#N)C(=O)COC(=O)c1ccc(Cl)c(S(=O)(=O)N(C)c2ccccc2)c1 ?
M1 antag: -4; M1 ag parental: 1.9; CHO-K1 Ca antag: -8; CHRM1 agonist: -2; OXTR potentiator: -24; CHO-K1 Ca PAM: 8; TAAR1 antag: 5; CHO parental Ca: -12; TAAR1 agonist: 19

Results for Cc1ccc(CNC(=O)COC(=O)C2CC2)cc1 ?
M1 antag: -13; M1 ag parental: -0.2; CHO-K1 Ca antag: 2; CHRM1 agonist: -3; OXTR potentiator: 1; CHO-K1 Ca PAM: 11; TAAR1 antag: -16; CHO parental Ca: -12; TAAR1 agonist: 7

How did COc1ccc(CN(C)CC(=O)c2c(N)n(Cc3ccccc3)c(=O)n(C)c2=O)c(OC)c1 do in these assays?
M1 antag: -12; M1 ag parental: 0.5; CHO-K1 Ca antag: -21; CHRM1 agonist: -14; OXTR potentiator: 0; CHO-K1 Ca PAM: 17; TAAR1 antag: 2; CHO parental Ca: -22; TAAR1 agonist: 4

What do the screens show for `O=[N+]([O-])c1cc([N+](=O)[O-])c2cc(-c3cccnc3)[nH]c2c1`?
M1 antag: -2; M1 ag parental: 6.5; CHO-K1 Ca antag: 1; CHRM1 agonist: 3; OXTR potentiator: -4; CHO-K1 Ca PAM: 8; TAAR1 antag: 49*; CHO parental Ca: 4; TAAR1 agonist: 19

Results for CNS(=O)(=O)c1cc(NC(C)=O)c(C)cc1C ?
M1 antag: -2; M1 ag parental: 0.0; CHO-K1 Ca antag: 13; CHRM1 agonist: 1; OXTR potentiator: -1; CHO-K1 Ca PAM: -14; TAAR1 antag: -4; CHO parental Ca: -1; TAAR1 agonist: 1

What do the screens show for `O=C(CN1C(=O)C2CC=CCC2C1=O)Nc1nnc(SCc2ccc(F)cc2)s1` (configuration not stated)?
M1 antag: -35; M1 ag parental: -0.5; CHO-K1 Ca antag: 7; CHRM1 agonist: -2; OXTR potentiator: -13; CHO-K1 Ca PAM: -3; TAAR1 antag: -3; CHO parental Ca: -19; TAAR1 agonist: 4

How did COc1ccc(C(=O)c2ccc(OC)c(OC)c2)cc1 do in these assays?
M1 antag: 0; M1 ag parental: 0.2; CHO-K1 Ca antag: -9; CHRM1 agonist: -4; OXTR potentiator: -2; CHO-K1 Ca PAM: -4; TAAR1 antag: -2; CHO parental Ca: -13; TAAR1 agonist: 0

4 compounds already listed, ordered by number of heavy atoms, high to low.
What do the screens show for `O=C(CN1C(=O)C2CC=CCC2C1=O)Nc1nnc(SCc2ccc(F)cc2)s1` (configuration not stated)?
M1 antag: -35; M1 ag parental: -0.5; CHO-K1 Ca antag: 7; CHRM1 agonist: -2; OXTR potentiator: -13; CHO-K1 Ca PAM: -3; TAAR1 antag: -3; CHO parental Ca: -19; TAAR1 agonist: 4

How did CCOc1ccc(N2C(=O)CC(Cc3cc(C)cc(C)c3)C2=O)cc1 (configuration not stated) do in these assays?
M1 antag: -9; M1 ag parental: 0.5; CHO-K1 Ca antag: -3; CHRM1 agonist: -6; CHO-K1 Ca PAM: 6; TAAR1 antag: -20; TAAR1 agonist: -1

How did COc1ccc(C(=O)c2ccc(OC)c(OC)c2)cc1 do in these assays?
M1 antag: 0; M1 ag parental: 0.2; CHO-K1 Ca antag: -9; CHRM1 agonist: -4; OXTR potentiator: -2; CHO-K1 Ca PAM: -4; TAAR1 antag: -2; CHO parental Ca: -13; TAAR1 agonist: 0

Results for CCCN(CC(=O)Nc1ccccc1C)C(=O)CCl ?
M1 antag: 14; M1 ag parental: -0.3; CHO-K1 Ca antag: -9; CHRM1 agonist: -2; OXTR potentiator: -9; CHO-K1 Ca PAM: 8; TAAR1 antag: 5; CHO parental Ca: -10; TAAR1 agonist: 0

The results go on.
What do the screens show for `O=C(NCC1OCCCN1S(=O)(=O)c1cc(F)ccc1F)C(=O)NC1CCCC1` (configuration not stated)?
M1 antag: 18; M1 ag parental: 0.8; CHO-K1 Ca antag: -3; CHRM1 agonist: -2; OXTR potentiator: -5; CHO-K1 Ca PAM: -15; TAAR1 antag: -22; CHO parental Ca: 6; TAAR1 agonist: 2

How did CCS(=O)(=O)c1ccc2oc(SCC(=O)NCCc3ccccc3)nc2c1 do in these assays?
M1 antag: -5; M1 ag parental: 2.2; CHO-K1 Ca antag: -17; CHRM1 agonist: -4; OXTR potentiator: -12; CHO-K1 Ca PAM: 12; TAAR1 antag: -36; CHO parental Ca: -9; TAAR1 agonist: 2

What do the screens show for `Cc1[nH]c2ccccc2c1CCC(N)=O`?
M1 antag: 15; M1 ag parental: 2.9; CHO-K1 Ca antag: 12; CHRM1 agonist: -2; OXTR potentiator: -4; CHO-K1 Ca PAM: -7; TAAR1 antag: 11; CHO parental Ca: 0; TAAR1 agonist: 9

What do the screens show for `CCN(C(=O)COC(=O)c1c(C)nn(-c2ccccc2)c1C)C1CCS(=O)(=O)C1` (configuration not stated)?
M1 antag: -1; M1 ag parental: 0.2; CHO-K1 Ca antag: 7; CHRM1 agonist: -12; OXTR potentiator: 11; CHO-K1 Ca PAM: 1; TAAR1 antag: -8; CHO parental Ca: -6; TAAR1 agonist: 1

What do the screens show for `O=C(COc1cccnc1[N+](=O)[O-])Nc1cccc(S(=O)(=O)N2CCCCC2)c1`?
M1 antag: -5; M1 ag parental: 2.0; CHO-K1 Ca antag: -10; CHRM1 agonist: -8; OXTR potentiator: -8; CHO-K1 Ca PAM: 17; TAAR1 antag: -6; CHO parental Ca: -13; TAAR1 agonist: 6

Results for Cc1ccc(NC(=S)NCC2CCCO2)c(OC(F)F)c1 (configuration not stated) ?
M1 antag: -15; M1 ag parental: 0.8; CHO-K1 Ca antag: -11; CHRM1 agonist: -9; OXTR potentiator: -13; CHO-K1 Ca PAM: 23; TAAR1 antag: -13; CHO parental Ca: -1; TAAR1 agonist: 1

Results for CCN(CC)CCOc1cc2c(nn1)Oc1ccccc1N2C ?
M1 antag: -11; M1 ag parental: -0.5; CHO-K1 Ca antag: 8; CHRM1 agonist: -12; OXTR potentiator: -5; CHO-K1 Ca PAM: 4; TAAR1 antag: 6; CHO parental Ca: -15; TAAR1 agonist: 2

Results for Cc1cc([N+](=O)[O-])nn1CCCC(=O)Nc1cc(Oc2ccc(F)cc2)cc([N+](=O)[O-])c1 ?
M1 antag: -10; M1 ag parental: 0.1; CHO-K1 Ca antag: -17; CHRM1 agonist: -1; OXTR potentiator: 7; CHO-K1 Ca PAM: 21; TAAR1 antag: -12; CHO parental Ca: -11; TAAR1 agonist: -1

Results for CCC[C@@H](CN1CCC[C@H]1CN1C(N)=NC[C@@H]1Cc1ccccc1)N1C[C@@H]([C@H](C)CC)N(CCCC2CCCC2)C1=N ?
M1 antag: 82*; M1 ag parental: 0.3; CHO-K1 Ca antag: 1; CHRM1 agonist: -11; OXTR potentiator: -2; CHO-K1 Ca PAM: -16; CHO parental Ca: -9

Results for COC(=O)C1=C(N)Oc2cc(C)[nH]c(=O)c2C1c1ccncc1 (configuration not stated) ?
M1 antag: -30; M1 ag parental: 0.2; CHO-K1 Ca antag: -4; CHRM1 agonist: -3; OXTR potentiator: -1; CHO-K1 Ca PAM: 14; TAAR1 antag: 10; CHO parental Ca: -15; TAAR1 agonist: 4

Bioassay records deposited in PubChem by The Scripps Research Institute Molecular Screening Center.
